Screening results (PubChem)
BioA inh: BioA (M. tuberculosis) enzyme inhibition. AID 602481. inhibition, % at 9.99 µM. 360,000 compounds, 0.096% hits. purified M. tuberculosis BioA enzyme, plate reader; in the data active means inhibition above about 40%
The depositor's hits bear a star. This is a subset. The share of hits here may be higher or lower than overall.

Compound,BioA inh
Cn1cnc(S(=O)(=O)N[C@H]2CC[C@@H](CC(=O)N3CCN(c4ccccc4)CC3)O[C@H]2CO)c1,-3.2
CO[C@@H]1CN(C)C(=O)c2cc(NC(=O)C3CCCCC3)ccc2OC[C@@H](C)N(C)C[C@@H]1C,-2.8
CN(C)C(=O)c1ccc(-c2ccc([C@H]3[C@@H](CO)N4CCCCN(CCC(F)(F)F)C[C@@H]34)cc2)cc1,-1.9
C[C@@H]1CN([C@H](C)CO)C(=O)Cc2cc(NC(=O)C3CCCCC3)ccc2O[C@H]1CN(C)C(=O)Nc1cccc2ccccc12,-1.7
COc1cccc(S(=O)(=O)Nc2ccc3c(c2)C(=O)N(C)[C@H]2CC[C@@H](CC(=O)NCC4CCCCC4)O[C@@H]2CO3)c1,-0.5
COc1ccc(NC(=O)Nc2ccc3c(c2)C(=O)N([C@H](C)CO)C[C@H](C)[C@@H](CN(C)C(=O)NC2CCCCC2)OCCCC[C@H](C)O3)cc1,-1.0
C[C@@H]1CCCCO[C@@H](CN(C)C(=O)Nc2ccc(F)cc2)[C@H](C)CN([C@H](C)CO)C(=O)c2cc(N(C)C)ccc2O1,-2.0
COc1ccc(S(=O)(=O)N(C)C[C@H]2Oc3ccc(NC(=O)NC4CCCCC4)cc3CC(=O)N([C@@H](C)CO)C[C@H]2C)cc1,-0.4
CCCNC(=O)C[C@H]1C[C@@H]2c3cc(NC(=O)c4ccc5c(c4)OCO5)ccc3O[C@@H]2[C@@H](CO)O1,0.8
O=C(C[C@@H]1CC[C@@H]2[C@H](COC[C@@H](O)CN2C(=O)c2ccccc2F)O1)NCc1ccccc1,-1.4
CO[C@H]1CN(C)C(=O)c2cc(NC(=O)Nc3ccccc3F)ccc2OC[C@@H](C)N(C(C)=O)C[C@@H]1C,-1.5
CC(C)NC(=O)N(C)C[C@H]1Oc2cc(-c3cncnc3)ccc2S(=O)(=O)N([C@H](C)CO)C[C@H]1C,0.5
CN1C(=O)c2cc(NC(=O)c3cccc(C(F)(F)F)c3)ccc2OC[C@@H]2O[C@@H](CC(=O)NCCN3CCCC3)CC[C@@H]21,11
CC(C)NC(=O)N(C)C[C@H]1Oc2cc(-c3ccccc3F)ccc2S(=O)(=O)N([C@@H](C)CO)C[C@@H]1C,1.0
C[C@@H]1CN([C@H](C)CO)C(=O)Cc2cc(NS(=O)(=O)c3ccc(F)cc3)ccc2O[C@@H]1CN(C)S(C)(=O)=O,-2.9
CCNC(=O)c1cc2c(c(-c3cccc(C4=CCCC4)c3)n1)[C@H](CCO)N([S@@](=O)C(C)(C)C)C2,-0.9
COc1ccc(NC(=O)N(C)C[C@H]2OCc3ccccc3-c3c(n(C)c4ccccc34)C(=O)N([C@@H](C)CO)C[C@@H]2C)cc1,1.0
CC(C)OC(=O)N(C)C[C@@H]1OCc2ccccc2-c2ccccc2C(=O)N([C@H](C)CO)C[C@H]1C,-1.5
O=C(C[C@@H]1CC[C@@H]2[C@H](COC[C@H](O)CN2Cc2ccc(Cl)cc2)O1)NCc1cccc(F)c1,0.6
O=C(CCN1CCCCC1)NCC[C@H]1CC[C@H](NC(=O)c2ccc(F)cc2)[C@H](CO)O1,-2.1
CO[C@H]1CN(C)C(=O)c2cc(NS(=O)(=O)c3ccc(Cl)cc3)ccc2OC[C@@H](C)NC[C@H]1C,-1.6
CCN(C[C@H]1N[C@H](CO)[C@H]1c1ccccc1)C(=O)c1ccncc1,-0.4
Cc1noc(C)c1NC(=O)Nc1cccc2c1O[C@@H](CN(C)C)[C@H](C)CN([C@@H](C)CO)C2=O,4.6
C[C@H](CO)N1C[C@H](C)[C@H](CN(C)C)OCCCC[C@H](C)Oc2ccc(NC(=O)Nc3ccc4c(c3)OCO4)cc2C1=O,-0.7
Cc1noc(C)c1S(=O)(=O)N(C)C[C@@H]1Oc2ccc(NC(=O)Cn3cnnn3)cc2CC(=O)N([C@@H](C)CO)C[C@H]1C,-2.4
COCC(=O)N(C)C[C@H]1Oc2ncc(C#Cc3ccc(F)cc3)cc2C(=O)N([C@H](C)CO)C[C@H]1C,-0.2
CO[C@H]1CC[C@H]2CCOc3ccc(C#N)cc3C(=O)N(C)C[C@H](OC)[C@@H](C)C(=O)N(C)C[C@@H]1O2,-0.7
C[C@@H]1CN([C@@H](C)CO)C(=O)Cc2cc(NC(=O)c3ccncc3)ccc2O[C@H]1CN(C)S(=O)(=O)c1ccc(F)cc1,-1.3
COCC(=O)N1CCCCN2[C@@H](CO)[C@@H](c3ccc(-c4ccc(F)cc4)cc3)[C@@H]2C1,0.7
C[C@@H]1CCCCO[C@@H](CN(C)C(=O)c2ccccc2)[C@@H](C)CN([C@H](C)CO)C(=O)c2cc(NS(=O)(=O)c3ccccc3)ccc2O1,0.6

(further entries)
Compound,BioA inh
C[C@@H]1CN([C@H](C)CO)C(=O)c2cc(NC(=O)Nc3cccc4ccccc34)ccc2O[C@@H](C)CCCCO[C@H]1CN(C)S(=O)(=O)c1ccccc1,-3.6
CCc1cnc(N2[C@H](CO)[C@H](c3ccc(C#CC(C)C)cc3)[C@@H]2C#N)s1,1.8
COc1ccc(S(=O)(=O)Nc2ccc3c(c2)CC(=O)N([C@@H](C)CO)C[C@@H](C)[C@@H](CN(C)CC2CCCCC2)O3)cc1,1.1
O=C(C[C@H]1C=C[C@@H](NC(=O)C2CCOCC2)[C@H](CO)O1)NCc1ccncc1,-0.3
O=C(c1cccc(F)c1)N1C[C@@H]2[C@H](c3ccccc31)[C@@H](CO)N2C(=O)C1CCOCC1,2.0
CC(C)NC(=O)N(C)C[C@H]1Oc2ncc(C#CCc3ccccc3)cc2C(=O)N([C@@H](C)CO)C[C@@H]1C,-2.2
CNC(=O)C[C@@H]1CC[C@H]2[C@@H](COC[C@@H](O)CN2S(=O)(=O)c2cccc(Cl)c2)O1,-0.9
CC(C)CC#Cc1cnc2c(c1)C(=O)N([C@H](C)CO)C[C@@H](C)[C@H](CN(C)C(=O)NC1CCCC1)O2,1.5
CC(C)NC(=O)N1[C@@H]2c3ccc(-c4cccc(C(=O)N(C)C)c4)c(=O)n3C[C@H]1[C@H](CO)[C@H]2C(=O)O,-0.3
C[C@H]1CN([C@@H](C)CO)C(=O)c2cccc(NS(=O)(=O)c3cccs3)c2O[C@@H]1CN(C)C(=O)Nc1cccc2ccccc12,-0.9
O=C(C[C@H]1CC[C@@H]2[C@H](COC[C@@H](O)CN2C(=O)c2cccnc2)O1)NCC1CC1,-0.4
CCCNC(=O)C[C@@H]1CC[C@@H]2[C@@H](COc3ccc(NC(=O)c4ccc(C(F)(F)F)cc4)cc3C(=O)N2C)O1,9.9
C[C@H]1CN([C@@H](C)CO)C(=O)c2cc(C#CC3CC3)cnc2O[C@H]1CN(C)C(=O)Nc1ccccc1,0.5
CO[C@H]1CN(C)C(=O)c2ccc(NS(C)(=O)=O)cc2OC[C@@H](C)NC[C@@H]1C,-0.2
C[C@H](CO)N1C[C@H](C)[C@@H](CN(C)Cc2ccccc2)OCCCC[C@H](C)Oc2ccc(NS(=O)(=O)c3ccc(F)cc3)cc2C1=O,1.8
C[C@@H]1CN([C@H](C)CO)C(=O)c2cc(C#CCN(C)C)cnc2O[C@H]1CN(C)C(=O)Cc1ccncc1,-0.8
Cc1noc(C)c1NC(=O)Nc1ccc2c(c1)CC(=O)N([C@H](C)CO)C[C@H](C)[C@H](CN(C)Cc1ccc(Cl)c(Cl)c1)O2,-2.0
C/C=C/c1ccc([C@@H]2[C@@H](CN(C)C(=O)C3CC3)N(C(=O)CC)[C@H]2CO)cc1,-0.6
COC(=O)C[C@@H]1CC[C@H]2[C@@H](COC[C@H](O)CN2S(=O)(=O)c2cn(C)cn2)O1,-2.6
COc1ccc(CN(C)C[C@@H]2OCCCC[C@H](C)Oc3ccc(NS(=O)(=O)c4ccc(C)cc4)cc3C(=O)N([C@H](C)CO)C[C@@H]2C)cc1,4.1
CN(C)CC#Cc1ccc([C@H]2[C@H](CO)N3CCCCN(C(=O)Nc4ccc(F)cc4)C[C@@H]23)cc1,3.8
CCCNC(=O)N1[C@H](C#N)[C@@H](c2ccccc2)[C@H]1CO,0.1
O=C(N[C@@H]1CC[C@H](CCNS(=O)(=O)c2cccc(Cl)c2)O[C@@H]1CO)c1ccc(F)cc1,-0.8
C[C@@H]1CCCCO[C@@H](CN(C)C(=O)c2ccncc2)[C@H](C)CN([C@@H](C)CO)C(=O)c2cc(NC(=O)CCC(F)(F)F)ccc2O1,-0.6
Cc1noc(C)c1S(=O)(=O)N(C)C[C@H]1Oc2ccc(NS(=O)(=O)c3cccs3)cc2CC(=O)N([C@H](C)CO)C[C@H]1C,-2.3
COC(=O)C[C@H]1CC[C@H]2[C@@H](COC[C@H](O)CN2C(=O)Nc2cccc(F)c2)O1,3.8
COCC(=O)Nc1ccc2c(c1)C(=O)N(C)[C@H]1CC[C@@H](CC(=O)NCC(F)(F)F)O[C@@H]1CO2,-2.1
O=C(C[C@H]1C[C@@H]2c3cc(NS(=O)(=O)c4ccccc4)ccc3O[C@@H]2[C@H](CO)O1)NC1CCCCC1,0.1
CCN1[C@@H]2c3ccc(-c4cccc(F)c4)c(=O)n3C[C@@H]2[C@@H](CO)[C@@H]1C(=O)N1CCCCC1,-0.4
COC(=O)C[C@@H]1C[C@H]2c3cc(NC(=O)Nc4ccc(OC)cc4)ccc3O[C@H]2[C@H](CO)O1,3.3

Other structures follow:
Compound,BioA inh
C[C@@H]1CCCCO[C@H](CN(C)C(=O)Nc2ccccc2)[C@H](C)CN([C@@H](C)CO)C(=O)c2cc(NC(=O)Cc3ccccc3)ccc2O1,0.0
O=C(C[C@H]1CC[C@H]2[C@@H](COC[C@H](O)CN2C(=O)c2ccccc2F)O1)NCc1ccc(Cl)c(Cl)c1,-0.5
CN1C(=O)c2cc(NC(=O)c3cnccn3)ccc2OC[C@H]2O[C@@H](CC(=O)N[C@@H]3CCN(Cc4ccccc4)C3)CC[C@H]21,18
CO[C@H]1CN(C)C(=O)c2ccc(NC(=O)Cc3ccccc3)cc2OC[C@@H](C)NC[C@H]1C,-0.9
CCCN1[C@@H]2c3ccc(-c4ccccc4)c(=O)n3C[C@@H]2[C@@H](CO)[C@@H]1C(=O)NCCCN1CCOCC1,-1.1
COCC#Cc1ccc2c(c1)O[C@@H](CN(C)C(=O)C1CCC1)[C@H](C)CN([C@H](C)CO)S2(=O)=O,3.1
O=C(NCC[C@H]1CC[C@H](NS(=O)(=O)c2ccccc2)[C@@H](CO)O1)c1ccccc1F,-2.1
CCCNC(=O)[C@@H]1N[C@@H]2c3ccc(C4=CCCC4)c(=O)n3C[C@@H]2[C@H]1CO,-0.2
C[C@@H](NC(=O)C[C@@H]1CC[C@@H](NC(=O)C2CC2)[C@@H](CO)O1)c1ccccc1,-0.2
C[C@@H]1CN([C@@H](C)CO)C(=O)c2cc(NC(=O)NC3CCCCC3)ccc2O[C@H]1CN(C)Cc1ccc2c(c1)OCO2,2.3
CCC(=O)N[C@@H]1C=C[C@H](CC(=O)NCCN2CCCCC2)O[C@@H]1CO,-1.4
CC(C)CC#Cc1ccc2c(c1)O[C@@H](CN(C)C(=O)c1ccccc1)[C@H](C)CN([C@@H](C)CO)S2(=O)=O,-0.5
CNC[C@H]1OCCCC[C@H](C)Oc2ccc(N)cc2C(=O)N([C@@H](C)CO)C[C@@H]1C,-3.8
COc1ccc(S(=O)(=O)Nc2ccc3c(c2)C(=O)N([C@H](C)CO)C[C@H](C)[C@H](CN(C)CC2CCCCC2)OCCCC[C@@H](C)O3)cc1,0.4
Cc1ccc(S(=O)(=O)Nc2ccc3c(c2)C(=O)N([C@H](C)CO)C[C@H](C)[C@H](CN(C)C(=O)CCCN(C)C)OCCCC[C@H](C)O3)cc1,0.3
O=C(Nc1cc(F)ccc1F)N[C@H]1CC[C@@H](CC(=O)N2CCc3ccccc3C2)O[C@@H]1CO,2.8
Cc1noc(C)c1NC(=O)N(C)C[C@@H]1Oc2c(NC(=O)Nc3ccc(C(F)(F)F)cc3)cccc2C(=O)N([C@H](C)CO)C[C@H]1C,0.7
Cc1noc(C)c1S(=O)(=O)Nc1ccc2c(c1)C(=O)N([C@H](C)CO)C[C@@H](C)[C@H](CN(C)Cc1ccc(C(F)(F)F)cc1)O2,1.2
COc1ccccc1C(=O)N1C[C@@H]2[C@H](c3ccccc31)[C@H](CO)N2C(=O)C1CC1,2.8
CC(=O)N(C)C[C@@H]1Oc2cc(-c3ccccc3C)ccc2S(=O)(=O)N([C@@H](C)CO)C[C@H]1C,-0.3

Structural class: the entries above containing an aryl methoxy group (nine)
Compound,BioA inh
COc1cccc(S(=O)(=O)Nc2ccc3c(c2)C(=O)N(C)[C@H]2CC[C@@H](CC(=O)NCC4CCCCC4)O[C@@H]2CO3)c1,-0.5
COc1ccc(NC(=O)Nc2ccc3c(c2)C(=O)N([C@H](C)CO)C[C@H](C)[C@@H](CN(C)C(=O)NC2CCCCC2)OCCCC[C@H](C)O3)cc1,-1.0
COc1ccc(S(=O)(=O)N(C)C[C@H]2Oc3ccc(NC(=O)NC4CCCCC4)cc3CC(=O)N([C@@H](C)CO)C[C@H]2C)cc1,-0.4
COc1ccc(NC(=O)N(C)C[C@H]2OCc3ccccc3-c3c(n(C)c4ccccc34)C(=O)N([C@@H](C)CO)C[C@@H]2C)cc1,1.0
COc1ccc(S(=O)(=O)Nc2ccc3c(c2)CC(=O)N([C@@H](C)CO)C[C@@H](C)[C@@H](CN(C)CC2CCCCC2)O3)cc1,1.1
COc1ccc(CN(C)C[C@@H]2OCCCC[C@H](C)Oc3ccc(NS(=O)(=O)c4ccc(C)cc4)cc3C(=O)N([C@H](C)CO)C[C@@H]2C)cc1,4.1
COC(=O)C[C@@H]1C[C@H]2c3cc(NC(=O)Nc4ccc(OC)cc4)ccc3O[C@H]2[C@H](CO)O1,3.3
COc1ccc(S(=O)(=O)Nc2ccc3c(c2)C(=O)N([C@H](C)CO)C[C@H](C)[C@H](CN(C)CC2CCCCC2)OCCCC[C@@H](C)O3)cc1,0.4
COc1ccccc1C(=O)N1C[C@@H]2[C@H](c3ccccc31)[C@H](CO)N2C(=O)C1CC1,2.8
